Screens (PubChem BioAssay)
ALOX12 inh – ALOX12 (human) lipoxygenase inhibition. P18054. purified 12hLO, xylenol orange hydroperoxide absorbance. Potency, µM (titrated, usually from 108 µM), without a hit: at the top dose activity change, negative = inhibition, hits mostly inhibitors. 1.1% of 580,000 active. AID 1671190; also: potency is read from the fitted curve at half-maximal effect; % is scaled to controls: 0 for no effect and ±100 for the full control effect
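Hydroperoxide product was detected by ferrous iron/xylenol orange as the 573 to 405 nm absorbance ratio. Arachidonic acid at 40 uM (final) was turned over for 30 min at room temperature by 150 nM human 12hLO, pH 7.0 Hepes buffer, after 15 min compound preincubation.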
APEX1 inh – APE1 (human) endonuclease inhibition; Potency, µM (doses to about 65.8 µM), without a hit: at the top dose activity change, negative = inhibition, actives largely listed as inhibitors; recombinant APE1, TAMRA/BHQ-2 abasic DNA cleavage fluorescence; P27695; 0.35% of 350,000 active;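 also: potency is read from the fitted curve at half-maximal effect; plate controls were vehicle for no effect and reference inhibitor for full effect; nearly all actives have a fitted effect of over 55% in size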
Target sequence (P27695 whole entry, looked up): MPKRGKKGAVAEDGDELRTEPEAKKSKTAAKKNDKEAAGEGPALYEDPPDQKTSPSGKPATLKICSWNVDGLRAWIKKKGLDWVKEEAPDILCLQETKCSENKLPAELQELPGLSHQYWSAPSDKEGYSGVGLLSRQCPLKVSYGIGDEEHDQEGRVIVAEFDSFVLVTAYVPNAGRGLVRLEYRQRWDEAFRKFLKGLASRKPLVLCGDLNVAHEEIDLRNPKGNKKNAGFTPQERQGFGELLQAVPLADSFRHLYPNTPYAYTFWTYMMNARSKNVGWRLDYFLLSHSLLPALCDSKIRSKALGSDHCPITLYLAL
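0.75 nM APE1 + cpd, 15 min RT; start w/ 50 nM TAMRA/BHQ-2 THF-abasic dsDNA; kinetic fluor 525/598 nm ×3 reads @60 s; Δ(read3−read1); normalized to DMSO and NSC13755 control wells.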
POLK inh – blocks human DNA polymerase kappa activity. Q9UBT6. purified Pol kappa, fluorescent DNA synthesis assay, 10 min. Potency, µM (titrated, usually from 107 µM), without a hit: at the highest dose activity, negative = inhibition, usual class: inhibitors. 0.53% of 400,000 active; also: potency is read from the fitted curve at half-maximal effect; % is scaled to controls: 0 for no effect and ±100 for the full control effect
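Enzyme at 10 nM met test compounds for 15 min at room temperature. Substrate addition (50 nM final) began the reaction, which was monitored by fluorescence at 0 and 10 min.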
LDHA block – blocks human lactate dehydrogenase A; P00338; purified LDHA, NADH/diaphorase-resazurin fluorescence; stronger effect = lower value; activity change, % (values are at about 110 or 230 µM); 0.15% of 480,000 active; in the data active = activity change below about -30%; inconclusive = mostly about -25% to -30%;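 also: plate controls were DMSO wells for no effect and wells without enzyme for full effect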
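Human LDH5 (2 nM) was incubated with 0.06 mM NADH and 0.2 mM pyruvate for 5 min at room temperature in Tris pH 7.4. Remaining NADH was coupled through diaphorase/resazurin, and resorufin fluorescence was read at 0 and 20 min.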
ERG Ets-DNA blk – ERG Ets/DNA interaction inhibition. P11308. fluorescence polarization, His-ERG Ets domain / labelled DNA. Potency, µM (doses to about 76.9 µM), for inactives: at the top dose FP activity, negative = inhibition, usual class: inhibitors. 0.028% of 370,000 active; active = well fitted inhibition curve with a large enough effect in the polarisation, with a control signal flat; inconclusive = small, poorly fitted or top-dose-only effect, or effect the other way, or a change in a side signal; inactive = no such curve, though single readings can be large or run the other way; the % refers to the polarisation;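 also: polarization taken with two DNA probes labelled with fluorescein and Texas red; potency is read from the fitted curve at half-maximal effect; % of control where 0% means no effect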
Target sequence (P11308 whole entry, looked up, the tested form may be a part): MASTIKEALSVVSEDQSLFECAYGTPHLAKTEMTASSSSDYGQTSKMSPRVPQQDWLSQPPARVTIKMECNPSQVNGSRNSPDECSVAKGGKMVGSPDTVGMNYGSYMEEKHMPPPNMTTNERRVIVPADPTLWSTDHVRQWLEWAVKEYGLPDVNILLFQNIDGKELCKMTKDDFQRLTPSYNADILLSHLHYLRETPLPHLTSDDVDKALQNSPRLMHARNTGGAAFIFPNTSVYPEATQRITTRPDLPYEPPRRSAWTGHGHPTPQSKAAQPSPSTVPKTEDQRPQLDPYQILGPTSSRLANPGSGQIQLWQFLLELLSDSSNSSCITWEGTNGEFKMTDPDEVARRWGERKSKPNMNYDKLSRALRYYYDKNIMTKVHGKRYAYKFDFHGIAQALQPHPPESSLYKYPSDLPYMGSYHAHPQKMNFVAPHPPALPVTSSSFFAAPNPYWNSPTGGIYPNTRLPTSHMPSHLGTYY
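His-tagged ERG Ets domain (1 uM in the protein solution; 300mM KCl, 50mM Tris-HCl, 1mM EDTA, 1mM DTT, pH 7.5) received compound, then a probe mix of 5 nM fluorescein-DNA and 100nM Texas-615-DNA. Fluorescence polarization was read for both dyes.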
Apoferritin bind – candidate novel general anesthetic via apoferritin binding. P02791. apoferritin/1-aminoanthracene competitive binding, fluorescence. Potency, µM (titrated, usually from 77.5 µM), for the others: at the top dose activity change, negative = displacement, usual class: inhibitors. 0.074% of 350,000 active. AID 485281; also: potency is read from the fitted curve at half-maximal effect; % is scaled to controls: 0 for no effect and ±100 for the full control effect; nearly all actives have a fitted effect of over 20% in size
Target sequence (P02791 2-175 limits assumed): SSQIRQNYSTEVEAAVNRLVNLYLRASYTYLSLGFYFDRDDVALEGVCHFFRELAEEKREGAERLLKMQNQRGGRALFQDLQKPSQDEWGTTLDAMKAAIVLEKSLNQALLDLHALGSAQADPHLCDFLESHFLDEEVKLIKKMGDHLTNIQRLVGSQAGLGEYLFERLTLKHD
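Apoferritin-based anesthetic binding model; compound displacement of fluorescent 1-AMA measured as endpoint fluorescence after 10 minutes at room temperature, scaled to free-ligand and complex controls.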
RGS4 inhibitor – inhibitors of human regulator of G protein signaling 4; Transcreener GDP fluorescence polarization, RGS4-accelerated GTP hydrolysis; 0.039% of 390,000 active; Potency, µM (titrated, usually from 114 µM), for the others: at the highest dose activity change, negative = inhibition, hits mostly inhibitors; P49798; also: potency is read from the fitted curve at half-maximal effect; % is scaled to controls: 0 for no effect and ±100 for the full control effect; nearly all actives have a fitted effect of over 75% in size; some results filed as inactive show a strong effect at the top dose
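MLSMR compounds (23 nl, pin-transferred) preincubated 10 min at room temperature with a 500nM (2x) first reagent, then RGS4 at 900nM (2x) plus Transcreener GDP mix added; fluorescence polarization (620/688 nm) read before and after 90 min at 30 °C.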
Pol beta inh – blocks human DNA polymerase beta activity; P06746; Pol beta primer extension/strand displacement, fluorescence kinetic; Potency, µM (titrated, usually from 114 µM), for inactives: at the top dose activity change, negative = inhibition, most hits filed as inhibitors; 1.3% of 340,000 active; AID 485314; also: potency is read from the fitted curve at half-maximal effect; % is scaled to controls: 0 for no effect and ±100 for the full control effect
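Values derive from four-parameter Hill fits of normalized kinetic data: reads at 0 and 10 min following addition of 50 nM substrate to 10 nM Pol beta preincubated 15 min with compound.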
POLH inh – blocks human DNA polymerase eta activity | recombinant Pol eta, fluorescent DNA replication assay | AID 588591 | 1.2% of 390,000 active | Potency, µM (doses to about 114 µM), for the others: top-dose activity change, negative = inhibition, usual class: inhibitors | Q9Y253; also: potency is read from the fitted curve at half-maximal effect; % is scaled to controls: 0 for no effect and ±100 for the full control effect
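Pol eta at 10 nM preincubated with compounds 15 min at room temperature; reaction started with fluorescent substrate (50 nM final) and read kinetically at 0 and 10 min.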
Starred values were filed as active, the others as inactive; ? = inconclusive; nt = no result given; [ ] = remark or other dose. Unless noted, calls follow the shape of the dose curve; as a rule, active = well fitted curve in the direction sought with a large enough effect; inconclusive = small, poorly fitted or top-dose-only effect, or another doubt; inactive = no such curve, though single readings can be large; an effect the other way counts as inactive or inconclusive. Only part of the results is shown; the hit share may differ from the screen's.

SMILES	ALOX12 inh	APEX1 inh	POLK inh	LDHA block	ERG Ets-DNA blk	Apoferritin bind	RGS4 inhibitor	Pol beta inh	POLH inh
COc1ccc(N(CC(=O)Nc2ccc(F)cc2F)S(=O)(=O)c2c(C)nn(C)c2C)cc1	-6%	-7%	0%	-8	4%	-4%	28%	17%	4%
O=C(NNC(=O)c1ccccc1Cl)c1ccncc1	-19%	2%	-13%	-4	nt	-6%	-5%	-18%	-7%
Cc1ccc(C)c(S(=O)(=O)ON2C(=O)c3ccccc3C2=O)c1	?	0%	-2%	-5	-8%	-4%	?	5%[57.1 µM]	-7%
CC(=O)c1nnn(-c2ccc([N+](=O)[O-])cc2C)c1C	-6%	10%	-15%	-3	-3%	-6%	?	9%	8%
CC1=CC(C)C2COC(c3ccc[n+](C)c3)C1C2C (centres undefined)	?	2%	-4%	-23	nt	-4%	-44%	3%	-13%
Cc1nc2ccc(NC(=O)Cc3cccs3)cc2s1	?	8%	-6%	-1	-3%	-14%	-13%	24%	-5%
CNC(=O)COc1ccc(S(=O)(=O)Nc2ccccc2)cc1	13%	-11%	10%	-8	22%	-2%	-20%	-14%	-15%
COc1cc(OC)c(N(C)C(=O)c2cc3c(s2)-c2ccccc2S(=O)(=O)C3)cc1Cl	-17%	nt	-11%	-8	5%	nt	3%	nt	-11%
COc1ccc(-n2c(Cc3cccn3C)nnc2SCC(=O)N2CCCC2)cc1	221%	-2%	6%	3	13%	7%	-39%	0%	-5%
CCCn1c(SCC(=O)NC23CC4CC(CC(C4)C2)C3)n[nH]c1=O	127%[activator]	-8%	-15%	-3	-6%	?	3%	0%	-13%
Cc1ccc2c(c1)nc(NCCCO)n2C	-12%	-1%	-4%	-10	0%	-10%	17%	-24%	-14%
S=C(NCCc1ccccc1)NCCN1CCOCC1	-2%	9%	-7%	-4	-10%	-3%	-8%	-18%	-11%
CCOC(=O)C1=C(C(F)(F)F)Nc2ncnn2C1c1cc(OC)c(OC)cc1OC (centres undefined)	3%	6%	2%	-3	-2%	3%	-25%	7%	-17%
O=C(Cc1ccccc1[N+](=O)[O-])NCCC1=CCCCC1	390%[activator]	0%	-9%	-4	0%	-14%	-5%	?	-10%
CCSc1ccccc1C(=O)NC1CCCCC1	-7%	4%	13%	1	-3%	-8%	-13%	3%	-11%
CCc1ccc2[nH]c(=O)c(CN(Cc3ccc4c(c3)OCO4)C(=O)c3ccco3)cc2c1	398%[activator]	-5%	-10%	0	4%	-12%	-5%	1%	?
CCOC(=O)c1ccc(S(=O)(=O)N2CCN(S(=O)(=O)CC)CC2)cc1	-14%	4%	-6%	-9	-4%	-4%	12%	-20%	0%
NC(=O)CC(NC(=O)Cc1ccc(Cl)cc1)c1ccc(NC2CCN(Cc3ccccc3)CC2)c([N+](=O)[O-])c1 (centres undefined)	?	30%	10%	-1	10%	-20%	-7%	31%	-5%
Clc1cccc(OCCCCCN2CCOCC2)c1	1%	-6%	-7%	-3	-5%	-10%	-2%	17%	-2%
Cc1nnc(NC(=O)c2nc(SCc3ccccc3F)ncc2Cl)s1	-9%	nt	-15%	0	-1%	?	-23%	0%	-11%
CC(O)CNCCCOc1ccccc1OCc1ccccc1 (centres undefined)	-17%	2%	-4%	-25	-4%	-9%	7%	5%	-7%
CSc1ccccc1C(=O)OCC(=O)Nc1ccc(N2CCOCC2)cc1	-14%	-7%	-7%	2	6%	nt	-24%	nt	-14%
Cc1c(-c2ncn[nH]2)sc(C#N)c1-c1ccccc1	-1%	-3%	-10%	-3	-3%	-14%	-3%	1%	-14%
CCC1Nc2ncnc(N3CCOCC3)c2N(Cc2ccc(C)cc2)C1=O (centres undefined)	-14%	9%	-10%	1	-5%	nt	-2%	nt	-4%
CCC1Oc2ccc(C)cc2N(CC(=O)NCc2cc(OC)ccc2OC)C1=O (centres undefined)	-10%	3%	2%	-2	nt	3%	10%	-1%	4%
CCOC(=O)C1=C(CSc2nccn2C)NC(=O)NC1c1ccc2c(c1)OCO2 (centres undefined)	?	7%	-2%	-5	6%	-5%	8%	-1%	-21%
CCc1nn(CC(=O)NCCc2ccc(OC)c(OC)c2)c(=O)c2cc3occc3n12	-17%	nt	-11%	-3	-2%	9%	12%	-17%	-2%
COc1ccccc1C(=O)COC(=O)CN1C(=O)NC2(CCCC2)C1=O	0%	4%	4%	-2	9%	nt	-3%	nt	-16%
Cc1cccc(C)c1Nc1nnc(SCc2nc3ccccc3s2)s1	3%	1%	-8%	-8	-11%	-20%	-25%	11%	-23%
CCOc1ccc(C(=O)Nc2nnc(SCC(=O)NCC3CCCO3)s2)cc1 (centres undefined)	0%	34%	-1%	-19	10%	-5%	24%	10%	7%
COc1cc(C(=O)N2CCC(C(N)=O)CC2)ccc1OCc1c(C)noc1C	-2%	6%	2%	-13	-3%	nt	25%	nt	-1%
CCCCOc1ccc(C(O)C(CN2CCCCC2)c2ccccc2)cc1 (centres undefined)	?	4%	-6%	-6	-1%	-14%	14%	1%	-23%
Cc1c(NCc2cccnc2)cccc1C(=O)O	0%	5%	0%	-4	-8%	3%	-8%	59%	-3%
O=C(NCc1ccco1)c1ccc(COc2cc(Cl)ccc2Cl)cc1	-4%	-2%	-23%	-1	-5%	-4%	-31%	-19%	-3%
O=C(O)C[C@@H](CNC(=O)COc1ccc2ccc(=O)oc2c1)c1ccc(Cl)cc1	?	45%	9%	-2	-2%	-2%	19%	21%	8%
COCCCNC(=O)CCS(=O)(=O)Cc1ccc(C)cc1	2%	12%	-2%	-1	nt	-6%	8%	26%	-1%
COc1ccc(OCCOC(=O)CCS(=O)(=O)c2ccc(C)cc2)cc1	?	5%	-9%	-11	-15%	nt	-20%	nt	-12%
CCCC(=O)N1c2nc(C(C)C)nn2C2(CCCCC2)[C@@H]2CCCC[C@@H]21	-5%	nt	-13%	-10	-2%	-10%	-5%	-5%	-8%
O=C(c1ccccc1F)N1CCN(c2cccc(C(F)(F)F)c2)CC1	-28%	0%	-12%	-6	-2%	?	11%	-15%	-14%
C#CCN1C(=O)C(O)(CC(=O)c2cccc(OC)c2)c2ccccc21 (centres undefined)	0%	-12%	-4%	9	-9%	-2%	3%	-5%	-19%
CCc1ccccc1NC(=O)c1ccccc1N1C(=O)C2C3C=CC(C3)C2C1=O (centres undefined)	-9%	2%	3%	-9	-6%	0%	10%	7%	3%
COc1ccccc1NC(=S)N1CCN(c2cccc(C)c2C)CC1	0%	-3%	-2%	0	-2%	-4%	1%	-2%	-17%
CC(=O)c1cccc(NC(=S)NCCCCc2ccccc2)c1	?	-4%	-11%	-6	-2%	-16%	-27%	-1%[57.1 µM]	-8%
COc1ccccc1N1C(=O)CC(Sc2n[nH]c(-c3cccc(C)c3)n2)C1=O (centres undefined)	?	3%	-2%	-2	8%	-8%	?	1%	-21%
Cc1ccccc1N(CC(=O)NC1CCCC1)C(=O)C1(C)CC(=O)N=C2C=CC(Cl)=CN21 (centres undefined)	-1%	62%[activator]	2%	-6	-7%	53%[activator]	-19%	0%	-22%
C[C@H](NC(=O)c1ccccc1)C(=O)OCC(=O)Nc1sccc1C(N)=O	9%	32%	-4%	-6	11%	nt	11%	nt	-10%
BrC(/C=C\c1ccccc1)=N/Nc1nc(N2CCOCC2)nc(N2CCOCC2)n1	-4%	-1%	-9%	-4	1%	-13%	4%[11.4 µM]	-2%	8%
Cc1ccc(C)c(OCC(O)CN2CCC(Cc3ccccc3)CC2)c1 (centres undefined)	-3%	60%[activator]	-2%	-2	-4%	-23%	13%	0%	-23%
CSc1nc(C)c2c(n1)N(c1ccc(C(C)C)cc1)CC2	43%[activator]	-1%	-4%	-2	6%	-7%	-15%	29%	-19%
Cc1c(CC(=O)N2CCCCC2)c(=O)oc2cc(O)ccc12	-11%	nt	-14%	3	-1%	544%[activator]	12%	-7%	-7%
C/C(=N\Nc1ccc(S(=O)(=O)Nc2ccccc2)cc1[N+](=O)[O-])c1ccncc1	0%	0%	nt	nt	nt	-14%	nt	20%	nt
O=C(N/C(=C/c1ccccc1)C(=O)N1CCCCCC1)c1ccccc1	?	2%	3%	-8	8%	-4%	2%	3%	-7%
CCN(CC)S(=O)(=O)c1ccc(-c2cc(C(=O)OC)sc2C(F)(F)F)cc1	8%	4%	-15%	-2	3%	-5%	14%	-4%	-13%
CCC(C)N(C(=O)COC(=O)Cc1n[nH]c(=O)c2ccccc12)C1CCS(=O)(=O)C1 (centres undefined)	0%	-4%	-17%	-2	13%	-8%	-9%[56.9 µM]	36%	11%
O=C(O)c1cccc(NC(=O)c2ccccc2NC(=O)c2ccco2)c1	16%	7%	1%	-7	-5%	-9%	-7%	-27%	-22%
Cc1cc(C)c(S(=O)(=O)Nc2cc(C)on2)c(C)c1	-1%	-4%	-2%	-12	-17%	-6%	10%	3%	13%
Cc1nnc2c3ccccc3nc(Nc3cccc(O)c3)n12	-45%	nt	8%	-4	5%	-8%	-3%	-1%	-16%
CCOC(=O)C1CCN(C(C)=C2C(=O)c3ccccc3C2=O)CC1	-36%	11%	-3%	4	4%	-7%	-46%	10%	-7%
